KAT2A inh – blocks human GCN5L2 histone acetyltransferase; GCN5L2 HAT assay, ThioGlo1 CoA-SH fluorescence; Potency, µM (highest dose often 58.9 µM), for inactives: at the highest dose activity change, negative = inhibition, hits mostly inhibitors; 390,000 tested, 0.21% active
Target sequence (Q92830 whole entry, looked up): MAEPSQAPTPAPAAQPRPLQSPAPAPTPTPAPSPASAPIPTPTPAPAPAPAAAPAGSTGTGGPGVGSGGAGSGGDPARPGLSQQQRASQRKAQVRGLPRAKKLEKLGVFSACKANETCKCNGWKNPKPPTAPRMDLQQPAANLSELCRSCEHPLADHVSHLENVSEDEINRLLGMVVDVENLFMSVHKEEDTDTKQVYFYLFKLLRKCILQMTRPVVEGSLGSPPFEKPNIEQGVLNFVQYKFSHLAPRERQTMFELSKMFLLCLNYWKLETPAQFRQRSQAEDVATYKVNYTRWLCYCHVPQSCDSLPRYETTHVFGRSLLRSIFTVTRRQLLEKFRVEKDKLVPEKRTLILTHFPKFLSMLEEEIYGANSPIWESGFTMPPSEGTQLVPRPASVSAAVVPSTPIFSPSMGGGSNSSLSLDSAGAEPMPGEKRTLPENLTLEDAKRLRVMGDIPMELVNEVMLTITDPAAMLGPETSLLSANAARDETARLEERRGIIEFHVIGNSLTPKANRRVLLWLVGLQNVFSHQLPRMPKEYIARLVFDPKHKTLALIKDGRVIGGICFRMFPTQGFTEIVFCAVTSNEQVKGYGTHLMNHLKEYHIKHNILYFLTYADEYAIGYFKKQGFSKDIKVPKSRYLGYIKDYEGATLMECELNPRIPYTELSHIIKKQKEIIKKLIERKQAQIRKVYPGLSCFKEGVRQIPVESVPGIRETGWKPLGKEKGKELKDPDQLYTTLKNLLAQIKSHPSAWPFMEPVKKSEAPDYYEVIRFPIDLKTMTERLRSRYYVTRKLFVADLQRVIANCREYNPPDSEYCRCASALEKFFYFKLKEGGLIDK
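qHTS, 1536-well. 20nM enzyme, pH 7.5 HEPES/EDTA/Tween-20 buffer; 15 min compound preinc., RT. Start: 75uM H3(1-25), 70uM AcCoA, 50uM ThioGlo1. Read Ex340/Em540 at t=0 (autofluorescence flag) and t=20 min.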
TDP1 inh – inhibitors of human tyrosyl-DNA phosphodiesterase TDP1. AID 485290. 350,000 tested, 0.28% active. Potency, µM (series often up to 130 µM), for the others: at the highest dose activity change, negative = inhibition, most hits filed as inhibitors. recombinant TDP1, AlphaScreen DNA substrate cleavage; also: nearly all actives have a fitted effect of over 40% in size
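Here, a 5' biotin and 3' phosphotyrosine-FITC DNA oligonucleotide reports Tdp1 activity: intact substrate bridges AlphaScreen beads, while cleavage leaves a 3' phosphate and drops signal. All incubations at room temperature.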
TDP1 cell noCPT – qHTS for Inhibitors of human tyrosyl-DNA phosphodiesterase 1 (TDP1): qHTS in cells in absence of CPT | DT40 Tdp1-/- hTDP1 cells, no CPT, ATP luminescence, 48 h | Potency, µM (top dose mostly 46.2 µM), for inactives: top-dose activity change, negative = growth inhibition, hits mostly inhibitors | 420,000 tested, 15% active; also: nearly all actives have a fitted effect of over 55% in size
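Chicken DT40 Tdp1-/- cells complemented with human TDP1, screened without camptothecin (DMSO vehicle only), 400 cells/well. Compounds pin-transferred, cells incubated at 37 °C for at least 48 hr. Growth read as ATP-dependent luminescence (CellTiter-Glo, 30 min at RT).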
The depositor's hits bear a star; ? = inconclusive; · = not tested or not shown; & = joins results of further samples; [ ] = remark or other dose. Calls follow the shape of the dose curve; as a rule, active = well fitted curve in the direction sought with a large enough effect; inconclusive = small, poorly fitted or top-dose-only effect, or another doubt; inactive = no such curve, though single readings can be large; an effect the other way counts as inactive or inconclusive. % is scaled to controls: 0 for no effect and ±100 for the full control effect; potency is read from the fitted curve at half-maximal effect. Some of the compounds tested, so the mix of outcomes need not match the whole.

The opening six entries as a preview:
entry | SMILES | KAT2A inh | TDP1 inh | TDP1 cell noCPT
1 | O=C(Nc1ccc(Cl)cc1)N(Cc1nc2ccccc2c(=O)[nH]1)Cc1cccs1 | 10% | 4% | 21µM*
2 | CCOCCOC(=O)COc1ccc2c(=O)c(Oc3ccc(OC)cc3)coc2c1 | -4% | · | -2%
3 | Cc1cccc(OCc2n(CC(=O)OC3CC(C)CCC3C(C)C)c3ccccc3[n+]2C)c1 (stereo unspecified) | -5% | 2% | 5.8µM*
4 | CC(OC(=O)c1cccc(NS(C)(=O)=O)c1)C(=O)Nc1ccc(N2CCOCC2)cc1 (stereo unspecified) | -2% | 0% | -12%
5 | Cc1ccc(-c2nnc(NCc3nc4ccccc4[nH]3)c3ccccc23)cc1S(=O)(=O)N1CCOCC1 | -2% | 0% | 10µM*
6 | COc1ccc(C(C)NC(=O)CCc2ccccc2)cc1 (stereo unspecified) | -2% | · | 19%

The whole of this part (from the top)
entry | SMILES | KAT2A inh | TDP1 inh | TDP1 cell noCPT
1 | O=C(Nc1ccc(Cl)cc1)N(Cc1nc2ccccc2c(=O)[nH]1)Cc1cccs1 | 10% | 4% | 21µM*
2 | CCOCCOC(=O)COc1ccc2c(=O)c(Oc3ccc(OC)cc3)coc2c1 | -4% | · | -2%
3 | Cc1cccc(OCc2n(CC(=O)OC3CC(C)CCC3C(C)C)c3ccccc3[n+]2C)c1 (stereo unspecified) | -5% | 2% | 5.8µM*
4 | CC(OC(=O)c1cccc(NS(C)(=O)=O)c1)C(=O)Nc1ccc(N2CCOCC2)cc1 (stereo unspecified) | -2% | 0% | -12%
5 | Cc1ccc(-c2nnc(NCc3nc4ccccc4[nH]3)c3ccccc23)cc1S(=O)(=O)N1CCOCC1 | -2% | 0% | 10µM*
6 | COc1ccc(C(C)NC(=O)CCc2ccccc2)cc1 (stereo unspecified) | -2% | · | 19%
7 | N#Cc1nc(COc2ccc(F)cc2)oc1N1CCCCC1 | 2% | -5% | 11%
8 | O=C(CN(Cc1ccco1)Cc1cccs1)N1CCN(S(=O)(=O)c2cccc(F)c2)CC1 | -16% | 2% | 18µM*
9 | Cc1cccc(C)c1NC(=O)CCN1C(=O)C2C3CCC(C3)C2C1=O (stereo unspecified) | 0% | 5% | -9%
10 | CC(=O)N1CCN(CCN=CC2=C(O)CC(C)(C)CC2=O)CC1 | 4% | 2% | -2%
11 | O=C(COc1ccc(Cl)cc1[N+](=O)[O-])N1CCCCC1 | -2% | -1% | -16%
12 | COc1ccc(NS(=O)(=O)c2ccc(NC(=O)C(CCSC)NC(N)=O)cc2)cc1 (stereo unspecified) | -8% | · | 31%[activator]
13 | O=c1cc(N2CCCCC2)c(-c2ccccc2)n[nH]1 | -4% | 2% | -23%
14 | CC(C)CC(=O)Nc1ccc(Nc2ccccc2)cc1 | -9% | 5% | -24%
15 | O=[N+]([O-])c1ccc(N2CCCCC2)cc1NCCOc1ccccc1 | 0% | 7% | 18µM*
16 | COc1ccc(NC(=O)COc2cccc(-n3cnnn3)c2)cc1 | -6% | · | -3%
17 | COc1ccccc1N1CCN(C2CCCN(Cc3c(F)cccc3F)C2)CC1 (stereo unspecified) | -4% | · | -6%
18 | COc1ccc(CCNC(=O)c2nn(C)c3c2CS(=O)(=O)c2ccccc2-3)cc1OC | -2% | 6% | ?
19 | Cc1cc(C(=O)CSc2n[nH]c(N)n2)c(C)n1-c1cccc(F)c1 | 0% | 12% | ?
20 | O=C(NC(Cc1ccc(O)cc1)C(=O)O)/C(=C/c1ccccc1)NC(=O)c1ccccc1 (stereo unspecified) | 0% | 5% | 4%
21 | COc1cccc(-c2nc(C#N)c(N3CCN(C(=O)c4ccco4)CC3)o2)c1 | -14% | 3% | 9%
22 | CCCc1cc(=O)oc2c(CNc3ccc(OCC)cc3)c(O)ccc12 | -12% | · | ?
23 | CCN1CCN(C(=O)CS(=O)(=O)Cc2nc(-c3cccc(OC)c3)oc2C)CC1 | -1% | 1% | 11%
24 | O=S(=O)(c1ccc(Br)cc1)c1nnn2c1nc(NCc1cccs1)c1sccc12 | -8% | -5% | ?
25 | COCCNC(=O)CSc1nnc(NC(=O)C2CC(=O)N(c3ccccc3OC)C2)s1 (stereo unspecified) | -3% | 3% | -19%
26 | N#Cc1ccc(C(=O)Nc2ccc(N3CCN(C(=O)c4ccco4)CC3)cc2)c(F)c1 | -5% | 3% | -16%
27 | Cc1c(C(N)=O)c(N)c(C(=O)c2ccccc2)n1-c1ccccc1 | -5% | 7% | -25%
28 | COc1ccc(CN2C(=O)c3cccnc3C2=O)cc1S(=O)(=O)NCc1ccccc1 | -6% | 1% | -1%
29 | COC(=O)c1ccccc1NC(=O)NC1CCCC1 | -2% | · | -13%
30 | COc1cccc(NCc2cc(=O)oc3cc(-c4ccccc4)c(O)cc23)c1 | -3% | 2% | 18µM*
31 | COc1ccc(N2CCN(C(=O)Nc3ccccc3Cl)CC2)cc1 | -5%&-6% | 2%&0% | ?
32 | COc1ccccc1NC(=O)NCc1ccc2c(c1)OCO2 | -20% | 3% | ·
33 | CCc1nnc(NC(=O)CSc2nnc(COc3ccc(C)cc3)n2-c2ccccc2)s1 | -2% | 8% | ?
34 | COc1ccc(NC(=O)c2cccc(Cn3cc(Br)cn3)c2)cn1 | -14% | -3% | ?
35 | CCOC(=O)[C@@H]1[C@H]2COc3ccc(Br)cc3[C@@H]2N2C(=O)N(c3ccc(C)cc3)C(=O)[C@]12C | -3% | · | ?
36 | Cc1cccc(CSc2nc3ccccc3c(=O)n2C)c1 | -10% | · | 18µM*
37 | Cc1cc(S(=O)(=O)Nc2c(C)nn(C)c2C)c(Cl)cc1Cl | -9% | 6% | ?
38 | O=S(=O)(c1cnc(Cl)c(Cl)c1)N1CCN(c2ncccn2)CC1 | 0% | 6% | 3%
39 | COc1ccc(C2CC(=O)N(Cc3ccc(F)cc3)c3ccccc3S2)cc1 (stereo unspecified) | -7% | -4% | ·
40 | COc1cc(N)c(Cl)cc1C(=O)OCC(=O)c1ccc2c(c1)NC(=O)CO2 | 3% | -9%[0.505 µM] | ?

Quoted from the results shown (2 entries):
entry | SMILES | KAT2A inh | TDP1 inh | TDP1 cell noCPT
21 | COc1cccc(-c2nc(C#N)c(N3CCN(C(=O)c4ccco4)CC3)o2)c1 | -14% | 3% | 9%
22 | CCCc1cc(=O)oc2c(CNc3ccc(OCC)cc3)c(O)ccc12 | -12% | · | ?

Next part
entry | SMILES | KAT2A inh | TDP1 inh | TDP1 cell noCPT
41 | O=c1oc2ccccc2cc1-c1nnc(NCc2ccco2)s1 | -7%[0.501 µM] | 1% | ?
42 | O=C(Nc1ccc(OC(F)(F)F)cc1)Nc1cccc([N+](=O)[O-])c1 | -10% | 5% | 4.1µM*
43 | CNc1oc(/C=C/c2cccc(OC)c2)nc1C#N | -29% | · | ?
44 | CC(=O)c1ccc(NC(=O)C(C)Sc2nnc(-c3ccncc3)n2C2CC2)cc1 (stereo unspecified) | -1% | 0% | -7%
45 | Cn1c(NC(=O)c2ccc(Cl)cc2Cl)cc(=O)n(C)c1=O | -14% | 3% | -10%
46 | COCCNC(=O)C(c1ccc(C)cc1)N(C(=O)C(=O)NC1CCCC1)c1ccc2c(c1)OCCO2 (stereo unspecified) | -24% | 1% | 0%
47 | Oc1c(Br)cc(/C=N/n2c(-c3ccccc3)n[nH]c2=S)cc1Br | ? | 25µM* | ?
48 | CC(=O)c1ccc(NC(=O)CSc2ccc(-c3sc(C)nc3C)nn2)cc1 | -20% | 3% | ?
49 | Cc1ccc2cc(C=O)c(N(C)C)nc2c1 | -4% | 3% | -2%
50 | CN1C(=O)C(C)(C)c2cc(S(=O)(=O)NCc3ccc(C(=O)NCc4ccco4)cc3)ccc21 | -2% | · | ?
51 | CCOc1ccc(CNC(=O)CCCn2c(=O)c3cccn3c3ccccc32)cc1 | -9% | 9% | ?
52 | CCN1CCc2c(OCC(=O)N3CCCc4ccccc43)cccc2C1=O | -4% | -4% | -29%
53 | COCCC(=O)N1CCC(Oc2ccc(C(=O)N(C)C(C)c3ccon3)cc2)CC1 (stereo unspecified) | ? | 2% | ?
54 | CCCCn1nnnc1SCC(=O)c1ccc(C)c(C)c1 | -5% | -10% | -18%
55 | COc1ccccc1C(=O)NC(=O)COC(=O)Cn1cnc2c1c(=O)n(C)c(=O)n2C | 2% | -1% | -16%
56 | CC(=O)c1cnc2n(c1=O)CCS2 | 1% | 6% | -5%
57 | COc1ccccc1C1CC(c2ccco2)=NN1c1ccccc1 (stereo unspecified) | ? | -5% | ?
58 | COc1cc(-c2nc(C(N)=O)c3c(n2)n(-c2cccc(C)c2)c(=O)n3C)cc(OC)c1OC | 1% | 1% | ·
59 | COc1ccccc1-c1ccc(SCc2ccccc2F)nn1 | -7% | 1% | ?
60 | OCc1nc2ccccc2n1CC(O)Cn1ccc2ccccc21 (stereo unspecified) | -5% | 9% | 13µM*
61 | Cc1cc(C)n(CC(=O)NNC(=O)c2cccc(C(F)(F)F)c2)n1 | -1% | -3% | 15%
62 | O=C(Cc1ccccc1)N[C@@H](Cc1ccc(O)cc1)C(=O)O | -6% | 2% | ·
63 | CCOc1ccc(N(CC(=O)NC2CC3CCC2C3)S(=O)(=O)c2ccc(C)cc2)cc1 (stereo unspecified) | ? | 0% | ?
64 | O=C(Nc1cccc(C(F)(F)F)c1)c1ccc2nc(N3C(=O)CCC3=O)sc2c1 | -2% | 0% | -27%
65 | NC(=O)c1cccc(NC(=O)Nc2ccc(Cl)cc2)c1 | -13% | -8% | -3%
66 | Cc1cc(N2CCOCC2)n2nc(C)c(-c3ccccc3Cl)c2n1 | -3% | · | -11%
67 | O=C(NCc1nc(-c2ccc(Cl)cc2)no1)c1ccc2c(c1)OCO2 | -6% | 11% | -17%
68 | CCn1c2ccccc2c2cc(NC(=O)COC(=O)Cc3cn4ccsc4n3)ccc21 | -5% | 4% | ?
69 | Cc1ccc(C)c(C(=O)C(C)Sc2nc3nn(-c4ccccc4)c(=O)c-3c3n2CCCCC3)c1 (stereo unspecified) | -23% | 6%[56.1 µM] | 21µM*
70 | COc1cccc(NCc2cccn2-c2nnc(N3CCC(C)CC3)s2)c1 | -2% | 6% | ?
71 | Oc1ccc(Br)cc1-c1nc2cnccn2c1NC1CCCCC1 | -12% | 7% | -25%
72 | Cc1c(Br)c(C(F)(F)F)nn1CC(=O)NCc1ccccc1 | -2% | 8% | ?
73 | Cc1ccc(CN2C(=O)C(Cc3ccccc3)Nc3ncnc(N4CCCCC4)c32)cc1 (stereo unspecified) | -8% | 5% | ?
74 | CCCOc1ccc(CCC(=O)O)cc1 | -12% | 2% | 4%
75 | CCN(CC)CCn1c2c(c(SCC(=O)Nc3nc(C)cs3)nc1=O)CCC2 | 2% | -6%[0.505 µM] | 7%
76 | O=C(CCCN1C(=O)/C(=C/c2cccs2)SC1=S)Nc1cccc(C(=O)O)c1 | -13% | 7% | -13%
77 | Cc1cc(C(=O)OCC(=O)Nc2cc(Cl)ccc2C)c(C)o1 | -6% | 0% | -16%
78 | Cc1ccc(C)c(N2CCN(S(=O)(=O)c3cc(C(=O)Nc4cc(Cl)cc(Cl)c4)ccc3F)CC2)c1 | -8% | 10% | 16µM*
79 | Cc1occc1C(=O)NNC(=O)C(c1ccccc1)c1ccccc1 | -5% | 1% | -3%
80 | COc1ccc(CC(=O)Nc2ccc(S(=O)(=O)Nc3cc(C)on3)cc2)cc1 | -6% | -6% | -7%
81 | Cc1ccc(O)c(NC(=O)c2nc3nc(C)cc(C(F)F)n3n2)c1 | -1% | -1% | ?
82 | Cc1ccc2nc(-c3ccc(Br)cc3)cn2c1 | 2% | 3% | 2%
83 | Cc1ccc(CN2C(=O)C(O)(c3c[nH]c4ccccc34)c3cc(Cl)ccc32)cc1 (stereo unspecified) | -7% | 6% | 23µM*
84 | Cc1ccccc1NC(=O)COC(=O)Cc1cccc(C(F)(F)F)c1 | -7% | 0% | -1%
85 | C/C(=N/Oc1nc(C)cc(C)n1)c1ccc(Cl)cc1Cl | 0% | 1% | ?
86 | COc1ccc(/C=C/C(=O)c2cc3c(cc2N)OCO3)cc1 | -15% | 11% | 23µM*
87 | O=Cc1cc([N+](=O)[O-])ccc1N1CCN(Cc2ccc3c(c2)OCO3)CC1 | -3% | · | ?

As entered above.
TDP1 cell noCPT, entry 49 → -2%
KAT2A inh, entry 1 → 10%
KAT2A inh, entry 60 → -5%

Source: PubChem BioAssay
